# Compound activity from PubChem.
# HIV RNase H inh: blocks HIV-1 RNase H cleavage of RNA/DNA duplex; P04585; RT-RNase H RNA/DNA duplex cleavage, fluorescence; inhibition, % at 10 µM; 65,000 compounds, 1.9% hits; in the data active = inhibition above about 50%
# RmlC RmlD mix: RmlC/RmlD inhibition, mixture screen; RmlC/RmlD coupled enzyme inhibition, 384-well mixture HTS; inhibition, % at 5.5 µM; 110,000 compounds, 0.39% hits; in the data active = inhibition above about 30%, passing the limit was not always enough; note: strong numbers were not always called active
# Active calls of the source: *; nt = no result given. A portion of the library. The share of hits here may be higher or lower than overall.
# Below each SMILES – RmlC RmlD mix	HIV RNase H inh
1: C=CCNC(=O)c1onc(CSc2cccc(OC)c2)c1C(=O)O
  -9.1	nt
2: O=C(Nc1cccc(NC(=O)c2ccco2)c1)c1cnccn1
  1.1	nt
3: O=c1[nH]c2ccccc2n1C1CCN(CCCC(c2ccc(F)cc2)c2ccc(F)cc2)CC1
  -7.3	20.7
4: O=C(COC(=O)[C@@H]1CCCN1C(=O)c1cccs1)NCCc1ccccc1
  -6.9	nt
5: Cc1cc(C(C)(C)C)ccc1OCCn1ccnc1
  16.5	nt
6: COc1ccc(NC(=O)CC(=O)Nc2ccc(OC)cc2OC)c(OC)c1
  -4.9	4.0
7: CSCCC(NC(N)=O)C(=O)NCc1ccc(Cl)cc1 (centres undefined)
  12.3	nt
8: O=C(CN1C(=O)CC(c2ccccc2)=Nc2ccccc21)NCc1ccccc1
  9.6	nt
9: O=C(O)CC1CCCC(c2ccccc2)C1=O (centres undefined)
  -8.8	-13.6
10: Cc1cc2cc(C)c3nnc(SCC(=O)NCc4ccc5c(c4)OCO5)n3c2cc1C
  -6.8	nt
11: CCn1c(SCC(=O)N2CCCc3ccccc32)nnc1-c1c[nH]c2ccccc12
  -12.3	0.1
12: C=C(Cl)COc1ccc2c(CCCC)cc(=O)oc2c1
  -16.3	nt
13: Cc1cc(C)c(C#N)c(SCc2nc3ccccc3[nH]2)n1
  3.3	nt
14: CCCOc1cccc(C(=O)NC(=S)Nc2cccc(C(F)(F)F)c2)c1
  -1.1	nt
15: CCS(=O)(=O)n1nc(-c2ccc(OC)cc2)nc1SC
  18.1	-6.1
16: CCOC(=O)C(NC(=O)c1ccccc1OCC)(Nc1ncccn1)C(F)(F)F (centres undefined)
  -2.0	-9.5
17: O=C(Cn1c(N2CCN(c3ccccc3)CC2)nc2ccccc21)c1ccccc1
  nt	2.5
18: CCOC(=O)Cn1c(-c2nonc2NC(=O)c2ccccc2F)nc2ccccc21
  -20.6	18.3
19: COc1ccccc1NC(=O)CSc1nnc(CC(=O)Nc2ccccc2)n1C
  7.4	-1.9
20: CCOc1cc(C)c(-c2onc(C(F)(F)F)c2-c2csc(C)n2)c(O)c1
  9.8	nt
21: Cc1cccc2cc3c(NC(=O)CC(C)C)nn(C)c3nc12
  -67.1	11.8
22: O/C(=C\Sc1nnc(Cc2ccccc2)o1)c1ccc(F)cc1
  7.5	nt
23: O=C(C1COc2ccccc2O1)N1CCCC1 (centres undefined)
  6.3	-26.8
24: NCCCC[C@@H]1NC(=O)c2cc([N+](=O)[O-])cc(I)c2SC[C@@H](C(N)=O)NC(=O)[C@H](Cc2ccc(O)cc2)NC1=O
  -12.2	nt
25: CCOc1c(C#N)c(C#N)c2nc(C)cc(C)n12
  4.0	-15.1
26: CC(C)NC(=O)C1CCN(C(=O)N(C)C)CC1
  -10.7	-2.7
27: COc1ccc(/C=N/n2c(-c3ccco3)nc3ccccc3c2=O)cc1
  -5.8	nt
28: CCCc1nc2c(o1)CC(CC(C)SCC)CC2=O (centres undefined)
  -1.4	1.7
29: CCC(=O)Nc1ccc(NC(=O)CSc2nnnn2CC)cc1C
  9.2	-1.5
30: COc1ccc(/C=C2\N=C3CCCCCN3C2=O)cc1OC
  -6.3	nt
31: CC12CCC(c3c(C(=O)Nc4nccs4)nn(-c4ccccc4)c31)C2(C)C (centres undefined)
  1.2	10.6
32: CCCCOC(=O)C(C)Nc1n[nH]c(=O)[nH]c1=O (centres undefined)
  4.0	-8.7
33: COc1ccc(N2CCN(C(=O)c3ccc(C(C)(C)C)cc3)CC2)cc1
  -1.3	nt
34: CCCCn1c(SCc2cccnc2)nc2c1c(=O)n(C)c(=O)n2C
  -29.5	-0.2
35: Cc1csc(NC(=O)CSc2nnc(-c3ccc(S(=O)(=O)N4CCCC4)cc3)o2)n1
  -9.3	-0.3
36: NC1=NC[C@@H](Cc2ccc(O)cc2)N1CCCCC1CCCCC1
  6.2	nt
37: O=C1CCCc2c1cc(C(=O)NCc1ccco1)c(=O)n2-c1ccc(Cl)cc1
  -5.9	0.3
38: O=C(Nc1ccsc1C(=O)NC1CC1)c1ccccc1
  -14.5	nt
39: CN1C(C(=O)NCCc2cccs2)CC2Cn3c(nc4ccccc43)C21 (centres undefined)
  2.9	nt
40: Cc1ccc2nc3c(cc2c1)c(NC(=O)c1ccccn1)nn3CC(C)C
  -116.0	nt
41: COC(=O)[C@@H]1[C@H]2C[C@H]3c4[nH]c5ccccc5c4CCN3C[C@@H]2CC[C@@H]1O
  4.2	nt
42: COCC(C)NCc1cccc(OC)c1OC (centres undefined)
  -10.1	nt
43: O=C(c1ccc(Oc2ccc(C(F)(F)F)cn2)cc1)N1CCN(c2ccccc2)CC1
  -11.4	nt
44: Cn1c(=O)oc2cc(S(=O)(=O)NCCC(=O)N3CCc4ccccc4C3)ccc21
  -4.7	-30.2
45: COC(=O)c1ccc(COC(=O)CNC(=O)c2ccco2)cc1
  4.3	nt
46: O=C(N1CCN(c2cccc(Cl)c2)CC1)C1(S(=O)(=O)c2ccc(Cl)cc2)CC1
  -38.5	nt
47: COc1ccc(-c2ccc(-c3noc(-c4ccccc4OC)n3)c(OC)n2)cc1
  -38.0	4.1
48: O=C(Nc1ccccc1C(=O)O)c1ccc(Br)o1
  5.4	nt
49: COCOc1ccc(-c2oc3c(C/C=C(\C)CCC=C(C)C)ccc(O)c3c(=O)c2OCOC)c(OCOC)c1
  -10.7	nt
50: Nc1ccc2c(c1)C(=O)C(=O)c1ccccc1-2
  1.1	nt
51: COC(=O)[C@@H]1C[C@@]2(O)[C@@H](O)[C@@H](O)[C@@H](O)C[C@H]2N1Cc1cc(OC)cc(OC)c1
  -12.3	nt
52: CS(=O)(=O)N(CC(=O)NC1CCCCCC1)Cc1ccccc1
  -15.6	-6.6
53: COc1ccccc1NS(=O)(=O)c1ccc2c(c1)n(C)c(=O)n2C
  9.1	nt
54: CCCOc1ccc(/C=C/C(=O)Nc2ccc([N+](=O)[O-])cc2C)cc1OC
  1.7	nt
55: CCOC(=O)/C(C(N)=NCCO)=C(/O)c1ccccc1
  8.8	6.9
56: COc1ccc(OC)c(NC(=O)CSc2nnc(Cn3c(=O)sc4ccccc43)n2C)c1
  1.3	-6.0
57: O=C(Nc1nccs1)C1Cc2ccccc2CN1S(=O)(=O)c1ccc(F)cc1 (centres undefined)
  -16.7	nt
58: Cc1ccc(OCc2nnc(SCCN3CCOCC3)n2C)cc1
  -11.4	1.8
59: Cc1sc2ncn(CCC(=O)O)c(=O)c2c1C
  -17.1	-2.6
60: NC(=O)c1c(NC(=O)CN2CCCC2)sc2c1CCCC2
  5.6	0.2

# Complete entries, quoted from the list. Screens in order: RmlC RmlD mix, HIV RNase H inh
# O=C(N1CCN(c2cccc(Cl)c2)CC1)C1(S(=O)(=O)c2ccc(Cl)cc2)CC1 is listed as -38.5, nt
# NC(=O)c1c(NC(=O)CN2CCCC2)sc2c1CCCC2 is listed as 5.6, 0.2

# The list goes on:
# Below each SMILES – RmlC RmlD mix	HIV RNase H inh
61: Cc1cc(=O)oc(C)c1C(=O)NCCCN1C(C)CCCC1C (centres undefined)
  8.7	9.0
62: Cc1nnc(SCC(=O)NC(=O)NC(C)(C)C)n1N
  -13.5	0.4
63: C=CCNC(=O)c1ccccc1NC(=O)c1ccc(Cl)c(S(=O)(=O)Nc2cc(C)ccc2C)c1
  2.3	nt
64: O=C(COc1cccc(C(F)(F)F)c1)NCCCN1CCCC1=O
  -3.0	-1.0
65: C=CCSc1nc2c(c(C3CC=CCC3)c1C#N)CCC2 (centres undefined)
  -12.0	nt
66: CCCCn1c(/N=C/c2ccc3c(c2)OCO3)nc2ccccc21
  3.6	nt
67: c1ccc(-c2nnc3sc(CN4CCc5ccccc54)cn23)cc1
  9.8	-4.1
68: CCOc1ccc(-c2nc(-c3ccccc3C)no2)cc1
  -13.9	26.7
69: CCOC(=O)c1ccc(NC(=O)C23CCC(C)(C(=O)O2)C3(C)C)cc1 (centres undefined)
  -16.0	4.6
70: CCOc1ccc2[nH]c(=O)c(C(c3nnnn3CC3CCCO3)N3CCc4ccccc4C3)cc2c1 (centres undefined)
  5.9	-2.8
71: Cn1c(=O)c2c(nc(Oc3ccc4c(c3)OCO4)n2Cc2ccc(Br)cc2)n(C)c1=O
  nt	20.2
72: Cc1nc2cc(Nc3nnc(-c4ccccc4)c4ccccc34)ccc2n1C
  -8.4	nt
73: Cc1ccc(-c2noc(/C=C/c3ccccc3)n2)cc1
  7.4	nt
74: Cc1ccc(S(=O)(=O)n2ccc(-c3ccc(OCc4c(F)cccc4Cl)cc3)n2)cc1
  -0.5	nt
75: CSc1nnc(-c2sc3cc(C(F)(F)F)cnc3c2-c2cccnc2)n1C
  19.7	nt
76: Cc1cc(NC(=O)c2ccccc2)ncc1NC(=O)c1ccco1
  -9.3	-11.2
77: CC(=O)Nc1cc(C(=O)N2CCN(C)CC2)ccc1Sc1ccc(C)cc1
  8.9	nt
78: Cc1c(Cl)cccc1-c1ccc(/C=N/n2cnnc2)o1
  3.5	nt
79: O=C(NCc1ccc2c(c1)OCO2)C1CC(c2cccc(Br)c2)=NO1 (centres undefined)
  -9.3	nt
80: COc1ccccc1N1CCN(c2nc(N)c(C#N)c(CC#N)c2C#N)CC1
  6.7	-20.2
81: CC1=CC(=O)CC2C1(C)CCC(C)C2(C)CCC(C)CC(=O)O (centres undefined)
  3.9	nt
82: CCOc1ccc(C(=O)NCCCN(CC)CC)cc1
  -78.8	-12.0
83: CCOC(=O)COc1ccc(S(=O)(=O)N2CCN(c3ccccc3F)CC2)cc1
  6.6	-12.4
84: CCC(=O)Nc1ccccc1-c1nnn(CC(=O)N2c3ccccc3CC2C)n1 (centres undefined)
  -8.3	-6.8
85: Cc1nc2ccc(S(=O)(=O)NCC(=O)N3CCOCC3)cc2s1
  -11.0	-13.2
86: CC(=O)NC1C(=O)Nc2c(C)cc(C)cc21 (centres undefined)
  11.7	nt
87: CC(C)CC(COCc1ccc(Cl)cc1)N1CCN(C(=O)c2cccc(C(F)(F)F)c2)CCC1=O (centres undefined)
  10.7	nt
88: CC1CN(C(=O)C(C)Sc2nc3ccccc3s2)CC(C)O1 (centres undefined)
  -9.8	-1.3
89: CN(C)c1ccc(CNC(=O)C2CCN(S(=O)(=O)c3ccc4c(c3)CCC(=O)N4)CC2)cc1
  0.9	7.2
90: CCCCCc1c(C)nc(Nc2ccc(F)cc2)[nH]c1=O
  13.9	11.2
91: CCCCC(CCC(=O)Nc1ccc(C(=O)OCC)cc1)C(=O)O (centres undefined)
  -2.0	-5.5
92: CC(=O)C(Sc1nc(N2CCOCC2)nc(N2CCOCC2)n1)C(=O)Nc1ccccc1 (centres undefined)
  -8.5	-4.5
93: Cc1nc(N)sc1-c1csc(Nc2ccccc2)n1
  7.9	-1.8
94: CCC(=O)Nc1ccc(C(=O)Nc2cccc(OC)c2)cc1
  -5.4	nt
95: CCOc1ccc(N2CC(C(=O)NCCCN3CCOCC3)CC2=O)cc1 (centres undefined)
  -0.6	-2.1
96: Cn1c(NC(=O)C2c3ccccc3Oc3ccccc32)cc(=O)n(C)c1=O
  -14.2	-3.7
97: COc1cccc(NC(=O)CSc2nc3c(c(-c4ccco4)c2C#N)CCCC3)c1
  12.9	58.0*
98: CCCCNC(=O)COC(=O)c1cc(C)nc2ccccc12
  -12.0	nt
99: Cc1cc(NC(=O)c2c(F)c(F)c(F)c(F)c2F)no1
  -19.2	-6.5
100: O=C(C1=C[C@@H](c2ccc(C(F)(F)F)cc2)C[C@@H](OCc2ccc(CO)cc2)O1)N1CCN(Cc2ccc3c(c2)OCO3)CC1
  8.0	nt
101: Cn1c(SCc2nc(-c3ccccc3)no2)nnc1-c1cccs1
  -6.4	nt
102: NC(=O)c1cc(-c2ccccc2)sc1NC(=O)Cc1ccc(S(=O)(=O)N2CCOCC2)s1
  -4.0	57.9*
103: O=S(=O)(c1cccc2ccccc12)n1nnc2ccccc21
  5.3	nt
104: CCOc1ccc(C(=O)CN2CCN(S(=O)(=O)c3ccc(Br)cc3)CC2)cc1
  -6.9	-11.1
105: CCOC(=O)Cc1cnc(NC(=O)Cn2nnc(-c3ccc(OCC)cc3)n2)s1
  3.0	4.6
106: O=c1c2ccccc2nc(-c2cccs2)n1-c1ccccc1
  14.9	nt
107: O=S(=O)(c1ccc(S(=O)(=O)N2CCCC2)cc1)N1CCCCCC1
  3.8	-21.0
108: CN(C(=O)c1ccco1)C1(c2ccccc2Cl)CCCCC1=O (centres undefined)
  5.7	-2.5
109: Cc1cc(C)n(-c2nc3ccccc3n3cnnc23)n1
  10.6	-12.5
110: Cc1ccc(S(=O)(=O)n2ccnc2)cc1C
  -2.6	-13.8
111: N#Cc1nc(-c2ccc(OCc3ccccc3)cc2)oc1NCCN1CCOCC1
  nt	-3.1
112: COc1ccc(Cn2nnnc2C(c2ccccn2)N2CCN(c3cc(Cl)ccc3C)CC2)cc1 (centres undefined)
  2.9	2.3
113: Cc1nn2cc(-c3ccccc3)nc2[nH]c1=O
  8.1	nt
114: C/C(CC(=O)Nc1ccc(Cl)cc1Cl)=N\NC(N)=S
  -12.9	nt
115: COc1ccc(C2CC(C(F)(F)F)n3ncc(C(=O)O)c3N2)cc1OC (centres undefined)
  3.4	1.4
116: Nc1nc(C2CC2)c(Sc2sc(N)nc2C2CC2)s1
  9.1	-21.3

# Structures listed so far with a COOH group:
# Below each SMILES – RmlC RmlD mix	HIV RNase H inh
1: C=CCNC(=O)c1onc(CSc2cccc(OC)c2)c1C(=O)O
  -9.1	nt
9: O=C(O)CC1CCCC(c2ccccc2)C1=O (centres undefined)
  -8.8	-13.6
48: O=C(Nc1ccccc1C(=O)O)c1ccc(Br)o1
  5.4	nt
59: Cc1sc2ncn(CCC(=O)O)c(=O)c2c1C
  -17.1	-2.6
81: CC1=CC(=O)CC2C1(C)CCC(C)C2(C)CCC(C)CC(=O)O (centres undefined)
  3.9	nt
91: CCCCC(CCC(=O)Nc1ccc(C(=O)OCC)cc1)C(=O)O (centres undefined)
  -2.0	-5.5
115: COc1ccc(C2CC(C(F)(F)F)n3ncc(C(=O)O)c3N2)cc1OC (centres undefined)
  3.4	1.4
